High-throughput results from PubChem.
FN deposition inh: fibronectin deposition inhibition | inhibition, % at 12.6 µM | 350,000 tested, 0.086% active | AH1F fibroblasts, Alexa488-fibronectin deposition fluorescence, overnight | AID 743247;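 active means mean inhibition across replicates of 30% or more, regardless of how many single replicates reach that level; inconclusive means mean under 30% yet at least half of replicates reach 30%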;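 further: positive control wells lacked labelled fibronectin entirely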
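material = AH1F fibroblast monolayer depositing Alexa488-labelled fibronectin into matrix | amount = 10000 AH1F cells/well | buffer or medium = DMEM plus 2% serum, read in PBS | incubation = 1 h cell adhesion before compound, then overnight fibronectin incubation | detection = fluorescence at 485 nm excitation, 525 nm emission | evaluation = percent inhibition as loss of matrix-bound fibronectin fluorescence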
RAD54 branch: RAD54 (human) branch migration inhibition; RAD54 Holliday junction branch migration, FAM/BHQ fluorescence; inhibition, % at 10.4 µM; 360,000 tested, 0.14% active; AID 602329;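 active means mean normalized replicate activity at least 40 and at least half of replicates scoring 40 or more; inconclusive means only one of the two criteria met; inactive means mean below 40 and under half of replicates reaching 40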;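 further: 0% = median of neutral control wells and 100% = median of positive control wells; inhibitors cause a drop in the FAM fluorescence signal; in these data hits start at about 50%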
Target sequence (Q92698 whole entry, looked up): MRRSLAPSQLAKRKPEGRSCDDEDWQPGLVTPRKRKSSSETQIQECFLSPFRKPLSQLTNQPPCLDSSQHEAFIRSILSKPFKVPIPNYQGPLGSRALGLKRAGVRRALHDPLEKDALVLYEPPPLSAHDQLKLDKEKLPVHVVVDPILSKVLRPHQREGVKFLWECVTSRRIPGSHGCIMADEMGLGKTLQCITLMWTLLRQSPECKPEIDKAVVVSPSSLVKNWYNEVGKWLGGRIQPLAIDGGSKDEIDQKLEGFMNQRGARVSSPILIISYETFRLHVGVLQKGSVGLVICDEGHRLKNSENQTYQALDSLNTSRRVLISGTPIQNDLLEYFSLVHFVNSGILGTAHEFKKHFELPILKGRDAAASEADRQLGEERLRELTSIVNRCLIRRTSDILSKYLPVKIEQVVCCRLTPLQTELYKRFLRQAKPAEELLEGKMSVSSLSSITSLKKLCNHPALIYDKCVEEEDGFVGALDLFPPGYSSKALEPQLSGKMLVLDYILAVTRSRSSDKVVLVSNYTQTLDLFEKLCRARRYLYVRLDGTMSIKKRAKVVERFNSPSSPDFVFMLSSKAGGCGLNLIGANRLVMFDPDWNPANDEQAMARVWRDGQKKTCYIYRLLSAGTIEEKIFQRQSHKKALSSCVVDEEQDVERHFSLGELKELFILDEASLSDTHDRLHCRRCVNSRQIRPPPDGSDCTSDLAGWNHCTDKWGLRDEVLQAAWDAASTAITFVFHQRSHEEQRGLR
esBAF inh: inhibitors of esBAF chromatin remodeling in mouse ES cells; Bmi1-luciferase knock-in reporter, 24 h; 100% = twice the neutral-well signal; reporter increase, % at 12.5 µM; 350,000 tested, 2% active; AID 602393; in the data active means activation above about 40%; inconclusive means no clear call, values can overlap the other calls;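 further: 0% = median of the plate's neutral control wells and 100% = double that signal; a rise in the Bmi1 reporter signal indicates esBAF inhibition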
Starred values were filed as active, the others as inactive; ? = inconclusive. These rows are one share of the data. The share of hits here may be higher or lower than overall.

SMILES	FN deposition inh	RAD54 branch	esBAF inh
c1ccc(N2CCN(c3ncnc4scc(-c5cccs5)c34)CC2)cc1	0.0	2.4	-0.5
CCC(=O)OCc1c(C(F)(F)F)nn(C)c1Sc1ccc(F)cc1	2.7	-7.4	-2.6
CC1(C)Cc2c(sc(NC(=O)c3ccc(Br)o3)c2C#N)CO1	3.1	0.4	29.2
Cn1c(CCN2CCN(c3ccc(F)cc3)CC2)nc2cc(NC(=O)c3ccco3)ccc21	4.6	3.5	5.7
CCc1ccc(Nc2oc(C)cc(=O)c2C(C)=O)cc1	7.5	-7.1	17.7
CC(C)OC(=O)CSc1nnc(-c2ccc(C(C)(C)C)cc2)n1N	-4.2	-9.9	6.3
O=C(COc1ccccc1Br)NCc1ccccn1	4.9	1.7	22.8
COCCn1c(SCC(=O)Nc2nnc(C)s2)nnc1-c1ccncc1	7.1	4.8	-3.0
Nc1ncnc2c1ncn2CCOc1ccccc1	-1.4	5.4	-3.8
O=C(Nc1ccccc1)OCc1ccccn1	-1.0	-2.6	28.6
CC(C)OC(=O)CN1C(=O)C(C)(C)Oc2ccc(C(=O)NC(C)(C)C)cc21	-3.2	2.7	0.7
C#CCOC(=O)c1ccccc1C(=O)n1nnc2ccccc21	6.9	-2.8	-11.2
COc1cc(C2=NOC(C(=O)N3CCOCC3)C2)cc(OC)c1OC (centres undefined)	1.9	1.9	-1.0
c1ccc(-c2nc(-c3ccccn3)no2)cc1	2.1	-4.4	-68.0
O=C(c1ccc(F)cc1)C1CCN(C(=O)c2ccncc2)CC1	-2.1	5.1	-6.8

Rewritten with values under each structure: 2 of the compounds above.
Every second line gives: FN deposition inh, RAD54 branch, esBAF inh
O=C(Nc1ccccc1)OCc1ccccn1
  -1.0, -2.6, 28.6
CC(C)OC(=O)CN1C(=O)C(C)(C)Oc2ccc(C(=O)NC(C)(C)C)cc21
  -3.2, 2.7, 0.7

Entries of single compounds from above.
Entry for `O=C(Nc1ccccc1)OCc1ccccn1` : FN deposition inh = -1.0; RAD54 branch = -2.6; esBAF inh = 28.6
Entry for `c1ccc(-c2nc(-c3ccccn3)no2)cc1` : FN deposition inh = 2.1; RAD54 branch = -4.4; esBAF inh = -68.0

Later entries:
SMILES	FN deposition inh	RAD54 branch	esBAF inh
Cc1cccc(OCc2nc(-c3nonc3N)no2)c1C	2.4	6.8	?
O=C(Nc1ccc2snnc2c1)N1CCN(c2ccccc2)CC1	-4.3	-6.0	2.5
O=C(NCCc1ccc2c(c1)OCCO2)c1cc2ccccc2o1	5.5	-6.1	24.4
CCCn1nnc(NCc2ccc(OCc3cccs3)c(OC)c2)n1	6.3	-0.6	-4.6
Cc1ccc(-c2csc(N/N=C/C=C/c3ccccc3)n2)cc1	-2.6	9.3	26.9
COc1ccc(C2CC(C(F)(F)F)n3nc(CO)c(Cl)c3N2)cc1OC (centres undefined)	0.4	2.4	-5.8
Cc1ccc(C(=O)CN2CCC(NC(=O)C3CCCCC3)CC2)cc1	-38.6	-18.0	-2.5
COc1ccccc1NC(=O)Cc1noc(CSc2nnc(C)s2)n1	13.0	6.8	-5.1
CCCCSc1cnn(-c2ccccc2)c(=O)c1SCCCC	12.7	5.8	0.2
[O-]/[N+](=C\c1ccc(F)cc1)c1ccccc1	-7.6	-1.1	22.9
CCSc1nnc(NC(=O)Cc2cccc(OC)c2)s1	-6.1	-7.0	0.7
CCOc1cccc(/C(O)=C2/C(=O)C(=O)N(CCOC)C2c2ccco2)c1 (centres undefined)	9.1	3.7	15.2
COCn1c(COc2ccccc2)nc2ccccc21	-13.9	0.3	80.5*
COC(C(=O)Nc1ccc(F)c(F)c1)c1ccccc1 (centres undefined)	-11.2	13.2	1.1
CCNc1nc(NC(C)(C)C)nc(SC(C(C)=O)C(C)=O)n1	20.4	-17.1	-6.6

Brought forward from above: six compounds, then new ones.
SMILES	FN deposition inh	RAD54 branch	esBAF inh
[O-]/[N+](=C\c1ccc(F)cc1)c1ccccc1	-7.6	-1.1	22.9
CCSc1nnc(NC(=O)Cc2cccc(OC)c2)s1	-6.1	-7.0	0.7
CCOc1cccc(/C(O)=C2/C(=O)C(=O)N(CCOC)C2c2ccco2)c1 (centres undefined)	9.1	3.7	15.2
COCn1c(COc2ccccc2)nc2ccccc21	-13.9	0.3	80.5*
COC(C(=O)Nc1ccc(F)c(F)c1)c1ccccc1 (centres undefined)	-11.2	13.2	1.1
CCNc1nc(NC(C)(C)C)nc(SC(C(C)=O)C(C)=O)n1	20.4	-17.1	-6.6
Cc1ccc(CNCC(O)(c2ccccc2)c2ccc(F)cc2)cc1 (centres undefined)	-3.3	-15.0	4.1
CC1(C)COC(c2cccn2Cc2ccc(F)cc2Cl)=N1	-4.4	-0.3	5.0
CCOC(=O)N1CCN(C(=O)c2cccc(NC3=NC4CS(=O)(=O)CC4S3)c2)CC1 (centres undefined)	0.1	7.6	-1.7
COc1ccccc1NC(=O)Cc1coc2cc(C)ccc12	22.5	-10.3	6.3
Cc1occc1C(=O)NCc1ccccn1	-7.7	4.3	3.9
COc1cc(NC(=O)COc2cccc(OC)c2)cc(OC)c1	-0.1	1.8	1.4
Cc1[nH]n(C(N)=S)c(=O)c1N=Nc1ccc(S(=O)(=O)N2CCCC2)cc1	-2.4	2.9	52.8*
O=C(NCCN1CCOCC1)c1cccc(S(=O)(=O)N2CCCCCC2)c1	2.4	4.5	5.2
Nc1nc(Br)c2ccccc2c1-c1ccc(F)cc1	-0.5	3.9	-2.2
O=C(Cn1cc(C(=O)c2cccs2)c2ccccc21)NCc1cccs1	-8.4	0.9	?
CCOCCCNC(=O)C1CCCN1C(=O)NC1CCCCC1 (centres undefined)	1.9	0.3	-6.4
COc1nc(N)c(S(=O)(=O)c2ccccc2C)cc1C#N	4.2	6.1	0.3
Cc1ccsc1C(=O)Nc1ccccc1N1CCOCC1	5.5	-4.7	17.0
O=C(O)CC(C(=O)OCC1CCCO1)N1CCOCC1 (centres undefined)	2.8	-2.1	-42.1
CC(C)C(=O)N(Cc1ccc2c(c1)OCO2)Cc1ccccn1	-3.8	-10.2	-8.9
Cn1c(NC(=O)c2cccs2)c(-c2cccs2)c(=O)c2ccccc21	0.8	10.9	-4.8
CCNC(=O)/N=C1/NC(=O)C(C(C)C)O1 (centres undefined)	6.2	-16.6	-4.9
OCCN(Cc1ccccc1)Cc1cccc(F)c1	-10.6	-2.2	-3.8
CCN(CC(=O)Nc1cccc(OC)c1)C(=O)C1CCN(C(=O)Nc2ccccc2)CC1	-24.5	-0.7	18.2
COCCN(CCOC)Cc1cc(=O)oc2cc3c(cc12)CCC3	1.8	-7.2	9.8
COCCN1CC(=O)N(c2cccc(C)c2C)C(c2ccc(Cl)cc2)C1=O (centres undefined)	-5.2	2.9	-4.3
O=C(Nc1cccc2[nH]ncc12)c1ccc(F)cc1	-7.3	0.7	16.9
O=C(Nc1ccccc1)N1CCN(c2ncccn2)CC1	2.2	8.1	2.2
Cc1nc2nc(Cc3ccccc3)nn2c(C)c1Cl	4.9	4.0	-1.0
COC(=O)c1ccc(Cn2nc(C(F)(F)F)cc2C)cc1	-6.8	3.6	2.2
COc1ccc(-c2cc(C(F)F)nc(-n3nc(C)cc3C)n2)cc1	-2.1	3.6	-1.6
CCCCOc1cccc(C(=O)N(Cc2ccco2)C2CCS(=O)(=O)C2)c1 (centres undefined)	-5.7	1.8	0.9
O=C(COC(=O)c1ccc(S(=O)(=O)N2CCc3ccccc3C2)cc1)NC(=O)NCc1ccco1	-2.2	3.1	-0.3
CCC1(C)Cc2ccccc2-c2nc3n(c(=O)c21)CCCCC3 (centres undefined)	10.4	-1.3	-2.6
COC(=O)CSc1nc2ccccc2nc1SCC(=O)OC	-9.3	11.6	-1.0
CCN1CCN(C(=O)C2c3cc(OC)c(OC)cc3C(=O)N3CCc4ccccc4C23)CC1 (centres undefined)	13.3	-0.9	-2.0
Nn1c(SCC(=O)N2CCOCC2)nnc1-c1ccccc1Cl	1.2	-6.4	4.7
Cc1cccc2cc(CN(Cc3ccco3)S(=O)(=O)c3ccc4c(c3)OCCO4)c(=O)[nH]c12	-1.3	9.0	11.3
Cc1cc(C)n2ncnc2n1	-2.2	-3.4	-0.7
COC(=O)c1ccc2c(=O)n(NC(=O)C(c3ccccc3)c3ccccc3)c(=S)[nH]c2c1	-2.2	-8.8	-33.5
CCOC(=O)C1CCCN(C(=O)c2ccc3c(c2)OCO3)C1 (centres undefined)	1.3	7.8	1.6
CC12CC3CC(C)(C1)CC(C(=O)NC1=NCCS1)(C3)C2	10.0	4.5	-0.9
COC(=O)C1C2C=CC3(CN(C4CCCC4)C(=O)C13)O2 (centres undefined)	-7.5	-9.0	-7.7
CCOC(=O)C1=C(C)N2C(=C(C#N)[C@@H]1c1ccc(C(=O)OC)cc1)SC[C@@]2(O)C(C)(C)C	2.3	0.7	-19.4
Cn1c(C(=O)NCc2ccc3c(c2)OCO3)cc2sccc21	0.1	2.6	0.5
O=C(N1CCOCC1)C12CC3CC(C1)CC(c1ccccc1)(C3)C2	-11.9	6.0	2.8
C=CCC(c1ccccc1F)N(CCN1CCOCC1)C(=O)Nc1cccc(Cl)c1 (centres undefined)	-7.6	-1.3	-2.2
Cc1cc(NC(=O)CSc2nc(CCC3CCCC3)nc3ccccc23)no1	-6.6	-20.6	2.4
O=C(O)CSc1cccc[n+]1[O-]	16.3	2.2	-2.8
Cc1ccc(S(=O)(=O)C(F)(F)F)cc1NC(=O)c1cccnc1	-2.0	8.1	-8.1
COc1ccc(Oc2c(C)oc3c(CN(C)C)c(O)ccc3c2=O)cc1	-4.3	7.8	-3.1
CC(Oc1ccc(Cl)cc1)c1ccnn1S(C)(=O)=O (centres undefined)	12.6	-8.8	-11.3
O=C(CCS(=O)(=O)c1cccc2nsnc12)N1CCN(c2ccccc2F)CC1	-26.6	1.3	17.1
N#Cc1ccsc1NC(=O)c1cnccn1	-1.9	-1.9	3.3
COC(=O)c1ccc(C)c(NC(=O)c2nn(C)c(=O)c3ccccc23)c1	-0.5	-4.6	-0.9
C=CCn1c(SCC(=O)Nc2nccs2)nnc1-c1cc2cccc(OC)c2o1	-2.5	7.8	-4.5
O=C(Nc1nc(-c2ccc(Cl)cc2)cs1)c1cccnc1	4.6	-1.6	5.1
COc1ccc(C(C)=O)cc1CN1C(=O)C(C)N(c2ccc(C)cc2)C1=O (centres undefined)	-5.6	-1.1	0.6
c1coc(Cn2c(SCc3nc4ccccc4[nH]3)nnc2-c2cccs2)c1	-2.1	-1.8	3.1
Cc1cc(C(F)F)nn1CC(=O)NCc1ccc(Cl)cc1Cl	3.1	-3.3	-0.9
O=C(c1ccco1)N1CCN(S(=O)(=O)c2ccc(F)cc2)CC1	-12.7	2.8	0.9
CCOC(=O)c1cnc2nc(C(F)(F)F)[nH]n2c1=O	-5.9	-4.0	-1.2
Cc1ccccc1-c1nc2sc3c(c2c(=O)n1N)CCCC3	1.5	-9.0	-7.5
CCOc1ccc(-n2c(SCC(=O)NCc3ccco3)nc3c(c2=O)SCC3)cc1	-1.4	16.0	-3.6
CCC(NC(=O)NC1=NCCS1)(C(F)(F)F)C(F)(F)F	2.4	-11.1	-2.0

Later entries:
SMILES	FN deposition inh	RAD54 branch	esBAF inh
O=C(NCc1cccs1)c1ccc2c(c1)OCCO2	4.2	1.0	37.2
CCn1c(SCC(=O)Nc2cc(OC)c(OC)c(OC)c2)nnc1-c1cccs1	-0.1	3.8	1.7
CC(=O)Nc1ccc(NC(=O)C(F)(F)F)cc1	3.5	1.9	5.7
c1ccc2oc(NC3=NCN(CC4CCCO4)CN3)nc2c1 (centres undefined)	12.0	-2.9	25.8
COC(=O)C1=C(N)Oc2cc(C)oc(=O)c2C1c1cccnc1 (centres undefined)	-4.3	-3.6	-2.5
COCC(=O)Nc1ccccc1C(=O)NC(C)C	5.1	2.5	-1.6
COc1ccc(CCN(C)Cc2ccc(OCc3ccccc3)c(OC)c2)cc1OC	6.3	3.3	4.8
CCCS(=O)(=O)N1CCN(S(=O)(=O)c2ccc(F)cc2)CC1	-3.0	-10.2	-4.2
COc1ccccc1OCCNC1CCCC1	2.7	12.3	-0.4
Cc1ccc(-n2c(=O)[nH]cc(C(=O)N3CCc4ccccc43)c2=O)cc1	1.4	-12.8	-2.0
CCc1ccc(NC(=O)COC(=O)CN2C(=O)COc3ccccc32)cc1	5.4	0.7	2.9
c1ccc(CNCc2ccc3c(c2)OCO3)nc1	-1.4	-3.1	-2.6
CC(/C=C/c1ccc2c(c1)OCO2)=N\NC(=O)COc1ccccc1C	9.2	1.5	-1.0
O=C(Nc1ccc(OC(=O)c2ccccc2)c(-c2nc3ccccc3s2)c1)c1ccccc1	-13.6	1.6	6.7
O=C(OCc1ccc(F)cc1Cl)c1ccccn1	2.1	1.9	-0.4
Cc1nnc(SC(C)C(=O)Nc2ccc(S(=O)(=O)N3CCCCCC3)cc2)s1 (centres undefined)	9.9	-7.9	6.6
COc1ccc(CNC(=O)COc2ccc([N+](=O)[O-])cc2)cc1	3.3	5.9	-2.8
CC1=C2C(CCS2(=O)=O)CC2(C1)C(=O)OC(C)(C)OC2=O (centres undefined)	-12.0	6.3	4.3
CCN(CC)C(=O)C(Sc1ccccc1)c1ccccc1 (centres undefined)	7.2	4.2	-7.6
